Compound activity (PubChem BioAssay)
ELG1 genotox = induces genotoxicity in HEK293T cells with luciferase-tagged ELG1; HEK293T ELG1-luciferase reporter, luminescence, 16 h; Potency, µM (doses to about 46 µM), without a hit: top-dose activity change, positive = activation, usual class: activators; hit rate 1.3% among 330,000; further: potency means the concentration at half of the fitted maximal effect; % of control where 0% means no effect; nearly all actives have a fitted effect of over 60% in size
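Luminescence read-out: rising ELG1-luciferase signal, reflecting elevated ELG1 protein under genetic stress, flags genotoxic compounds. Cells were treated for 16 hr at 37 °C before ONE-Glo detection.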
p53 reactivator = re-activators of mutant p53; H1299 p53-A138V BP100-luciferase reporter, luminescence, 24 h; Potency, µM (top dose mostly 92.2 µM), for inactives: at the top dose activity change, positive = activation, most hits filed as activators; hit rate 0.063% among 320,000; further: potency means the concentration at half of the fitted maximal effect; % of control where 0% means no effect; nearly all actives have a fitted effect of over 45% in size
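H1299 (p53-null), stable ts p53-A138V + BP100-Luc; 1000 cells/well, Opti-MEM/10% FBS; cpd 4 pt, 1:5; 24 h, 37 deg C, 5% CO2; detection reagent 10 min RT; luminescence.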
Gal4-VP16 FLuc = counter-screen for ROR gamma inhibitors: Gal4-VP16 reporter | Drosophila S2 Gal4-VP16 UAS-luciferase, luminescence, 20 h | Potency, µM (top dose mostly 53.6 µM), without a hit: at the highest dose activity, negative = inhibition, most hits filed as inhibitors | hit rate 3.5% among 310,000;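 further: Gal4-VP16 expression switched on by copper sulfate through the metallothionein promoter; potency means the concentration at half of the fitted maximal effect; on the % scale 0 is the no-effect control and ±100 the full control effect; nearly all actives have a fitted effect of over 50% in size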
NPC1 prom act = activators of NPC1 promoter | Huh7 NPC1 promoter luciferase reporter, 24 h | Potency, µM (top dose mostly 9.22 µM), without a hit: at the highest dose activation, actives largely listed as activators | hit rate 2.4% among 320,000;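 further: potency means the concentration at half of the fitted maximal effect; % of control where 0% means no effect; nearly all actives have a fitted effect of over 60% in size; reporter is driven by a mutant NPC1 promoter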
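Stably transfected Huh7 (NPC1 promoter→luciferase), 1500 cells/well in Opti-MEM + 10% FBS, 2 h settle, then compound 24 h at 37 °C. Luminescence after 10 min with Amplite reagent.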
FLuc counter = inhibits or activates purified firefly luciferase, miR-21 counter-screen | P08659 | purified FLuc, Km substrates, luminescence inhibition | Potency, µM (highest dose often 57.5 µM), inactives show top-dose activity change, negative = inhibition, hits mostly inhibitors | hit rate 6.9% among 360,000;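 further: potency means the concentration at half of the fitted maximal effect; plate controls were vehicle for no effect and reference inhibitor for full effect; nearly all actives have a fitted effect of over 55% in size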
Target sequence (P08659 whole entry, looked up): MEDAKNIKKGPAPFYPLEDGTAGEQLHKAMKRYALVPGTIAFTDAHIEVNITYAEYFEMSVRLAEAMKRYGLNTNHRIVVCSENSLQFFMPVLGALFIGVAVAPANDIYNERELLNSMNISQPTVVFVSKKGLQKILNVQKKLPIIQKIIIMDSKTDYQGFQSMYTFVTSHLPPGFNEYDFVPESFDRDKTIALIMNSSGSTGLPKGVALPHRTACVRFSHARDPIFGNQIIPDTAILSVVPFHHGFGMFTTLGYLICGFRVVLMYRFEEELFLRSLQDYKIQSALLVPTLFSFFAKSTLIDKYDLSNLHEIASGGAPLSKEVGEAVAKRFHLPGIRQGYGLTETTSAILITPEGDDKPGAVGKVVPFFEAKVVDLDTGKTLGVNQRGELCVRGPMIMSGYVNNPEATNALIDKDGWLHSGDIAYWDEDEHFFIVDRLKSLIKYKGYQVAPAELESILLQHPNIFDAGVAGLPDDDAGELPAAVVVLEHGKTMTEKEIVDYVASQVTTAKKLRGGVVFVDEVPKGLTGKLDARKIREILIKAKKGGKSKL
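Purified P. pyralis luciferase (10nM final) with 10uM D-luciferin and 10uM ATP (Km levels) in 50mM Tris acetate pH 7.5, 10mM Mg acetate, 0.01% Tween-20, 0.05% BSA; qHTS 6-point titration, ~60 µM downward; luminescence read.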
RORg inh = blocks mouse ROR gamma transcriptional activity; hit rate 5.4% among 310,000; Potency, µM (titrated, usually from 53.6 µM), for the others: at the highest dose activity change, negative = inhibition, most hits filed as inhibitors; Drosophila S2 Gal4-RORgamma UAS-luciferase reporter, 20 h; further: potency means the concentration at half of the fitted maximal effect; on the % scale 0 is the no-effect control and ±100 the full control effect; nearly all actives have a fitted effect of over 60% in size
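Stable Schneider cell line, Gal4 DNA-binding domain fused to ROR gamma, UAS-luciferase. Cmpd 1 hr RT → CuSO4 700 uM final → 20 hr RT → luciferase reagent 10 min → luminescence.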
Rab9 promoter act = Rab9 promoter activation | Huh7 Rab9 promoter-luciferase reporter, luminescence, 24 h | Potency, µM (series often up to 9.22 µM), without a hit: top-dose activation, negative = inhibition, most hits filed as activators | hit rate 2.8% among 320,000; further: potency means the concentration at half of the fitted maximal effect; % of control where 0% means no effect; nearly all actives have a fitted effect of over 60% in size
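Stable Rab9-luc Huh7, 1500 cells/well, 2 h settle; cmpd in DMSO, 24 h, 37 °C/5% CO2; luciferase reagent 10 min RT; luminescence.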
BRCA1 expr act = activators of BRCA1 expression. MCF7-BRCA1-FFLuc reporter, luminescence, 48 h; response scale: scaled: vehicle 0%, 10 µM genistein 100%. Potency, µM (highest dose often 46.1 µM), for the others: top-dose activation, most hits filed as activators. hit rate 1.1% among 380,000; further: potency means the concentration at half of the fitted maximal effect; nearly all actives have a fitted effect of over 80% in size; some results filed as inactive show a strong effect at the top dose
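Reporter cells (MCF7, BRCA1 promoter-firefly luciferase) received library compounds across a concentration series for 48 h. End-point luminescence was measured and concentration-effect curves derived after normalization.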
TRPV1 ag = human TRPV1 agonism; activation, % at 8.33 µM; hit rate 0.19% among 320,000; TRPV1-expressing cells, Fluo-8 calcium influx, agonist mode; in the data active means activation above about 80%; inconclusive means between about 30% and that limit; further: 0% is about no effect
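Fluo-8 calcium influx in TRPV1-expressing cells, kinetic read (ex 480/em 520 nm). Compound added and read 3 min for agonist activity, followed by capsaicin at EC20 final and 2 min further read for enhancement.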
Tb PFK block = inhibitors of T. brucei phosphofructokinase. O15648. hit rate 0.17% among 330,000. T. brucei PFK, ADP-Glo luminescence. Potency, µM (doses to about 57.5 µM), for the others: at the top dose activity, negative = inhibition, most hits filed as inhibitors;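 further: potency means the concentration at half of the fitted maximal effect; 0% = uninhibited 1x PFK enzyme wells and -100% = no-enzyme wells; nearly all actives have a fitted effect of over 60% in size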
Target sequence (O15648 whole entry, looked up): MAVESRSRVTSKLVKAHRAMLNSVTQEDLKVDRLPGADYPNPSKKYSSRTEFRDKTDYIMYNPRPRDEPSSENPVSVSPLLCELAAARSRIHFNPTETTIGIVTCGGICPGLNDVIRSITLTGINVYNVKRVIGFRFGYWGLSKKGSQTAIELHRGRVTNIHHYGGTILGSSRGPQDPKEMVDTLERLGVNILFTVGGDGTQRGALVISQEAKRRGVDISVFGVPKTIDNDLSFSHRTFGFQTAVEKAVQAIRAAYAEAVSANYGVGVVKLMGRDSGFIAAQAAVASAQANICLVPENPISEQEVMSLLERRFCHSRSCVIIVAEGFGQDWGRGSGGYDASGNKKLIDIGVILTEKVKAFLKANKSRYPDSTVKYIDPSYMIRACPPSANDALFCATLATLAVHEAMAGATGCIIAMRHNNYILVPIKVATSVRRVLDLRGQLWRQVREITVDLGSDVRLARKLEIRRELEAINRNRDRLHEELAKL
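Activity is normalized to no-enzyme wells (full inhibition) and 1.25 nM enzyme wells (no inhibition). Reaction: 0.5 mM F6P, 0.1 mM ATP, 45 min RT, ADP-Glo luminescence; concentration-response curves fitted and classed by quality.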
ELG1 DNA repair = inhibitors of ELG1-dependent DNA repair in HEK293T cells; AID 504467; HEK293T ELG1-luciferase reporter, luminescence, 16 h; DNA damage induced by 5-fluorouridine; hit rate 2.3% among 330,000; Potency, µM (top dose mostly 46.1 µM), without a hit: at the highest dose activity change, negative = inhibition, hits mostly inhibitors; further: potency means the concentration at half of the fitted maximal effect; on the % scale 0 is the no-effect control and ±100 the full control effect; nearly all actives have a fitted effect of over 55% in size
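Quantitative HTS, concentration-response format. 2,000 cells/well co-treated with 5-fluorouridine and compound, 16 hr in 5% CO2 at 37 °C; ONE-Glo luminescence read after 30 min.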
An asterisk follows results filed as active; ? = inconclusive; . = not tested or not shown; & = joins results of further samples; [ ] = dose if it differs, or a comment. Unless noted, the call rests on the fitted dose curve; in most records, active means well fitted curve in the direction sought with a large enough effect; inconclusive means small, poorly fitted or top-dose-only effect, or another doubt; inactive means no such curve, though single readings can be large; an effect the other way counts as inactive or inconclusive.

Value order – ELG1 genotox, FLuc counter, p53 reactivator, NPC1 prom act, ELG1 DNA repair, TRPV1 ag, Rab9 promoter act, Tb PFK block, BRCA1 expr act, RORg inh, Gal4-VP16 FLuc
CC(C)c1ccc(NC(=O)CN2C(=O)COc3ccc(S(=O)(=O)N4CCOCC4)cc32)cc1
→ 9%, 1%&1%, -2%, 2%, ?, 3, -6%, -2%, 1%, -7%, -6%
CC(Sc1ccccc1)C(=O)NN=C1CCN(C)CC1 (centres undefined)
→ 3%, 2%, 1%, -5%, ?, 0, 9%, -9%, 10%, ?, -8%
COc1ccc(N2CC(NS(=O)(=O)c3cccnc3)CC2=O)cc1 (centres undefined)
→ -6%, 0%, 10%, 2%, 2%, -7, -1%, -13%, -16%, ., .
CC(C(=O)OCC(=O)c1ccc(Br)cc1)N1C(=O)C2C3CCC(C3)C2C1=O (centres undefined)
→ -3%, -11%, 8%, 1%, 3%, -3, -1%, -16%, -14%, 4%, 8%
COc1ccc(CCN(C)CCc2ccc(OC)c(OC)c2)cc1OC
→ ., ., ., -5%[46.1 µM], ., ., -9%[46.1 µM], ., 1%, 8%, 2%
CCN(CC)c1ccc(CNCc2cccs2)cc1
→ -5%, -6%, -1%, -1%, 7%, 0, -1%, 1%, -5%, 3%, 1%
CCCNC(=S)N1CC2(C)CN(C(=O)C(=O)OCC)CC(C)(C1)C2=O
→ 2%, 0%, 4%, -4%, 13%, -2, -4%, -8%, 1%, -7%, 6%
CCOC(=O)c1cccc(NC(=O)CC2Oc3ccccc3NC2=O)c1 (centres undefined)
→ -8%, 4%, -14%, -2%, -12%, 0, 2%, 2%, -6%, 28%, -5%
Cc1ccc(S(=O)(=O)N2CCC(C(=O)N[C@@H](Cc3ccccc3)C(=O)O)CC2)cc1
→ -4%, 2%, 29%, 0%, 2%, 13, 2%, -4%, 5%, 21%, -10%
O=C1C2C3C=CC(C3)C2C(=O)N1Cc1ccc(CN2C(=O)C3C4C=CC(C4)C3C2=O)cc1 (centres undefined)
→ -5%, 0%, 1%, -4%, ?, -4, -14%, -2%, -31%, -14%, 6%
CCn1c(-c2cc(-c3ccc(C)c(C)c3)nc3ccccc23)n[nH]c1=S
→ 9%, 3µM*, 6%, -2%, ?, ?, 3%, 7%, ., 10µM*, -17%
CNC(=O)C1=C(C)NC(=S)NC1c1cc2c(cc1OC)CCCC2 (centres undefined)
→ 6%, 1%, 1%, -2%, 12%, 0, 2%, -6%, 1%, -7%, 1%
CCOc1cc(NC(=S)Nc2cccc(OC)c2)c(OCC)cc1NC(=O)C(C)C
→ -3%, 4%, 4%, -3%, ?, 10, -3%, -5%, -22%, 8.9µM*, ?
COc1ccc(C2CC(=O)C3=C(C2)Nc2ccccc2N(C(=O)CCC(=O)O)C3c2ccc(F)cc2)cc1OC (centres undefined)
→ 1%, -2%, 0%, 2%, 3%, -2, 0%, -4%, 25%, 1%, -4%
COc1ccc(NC(=O)C2CCCCC2)cc1S(=O)(=O)N1CCOCC1
→ 1%, ., 6%, ., -10%, ., ., 11%, -26%, ., .
O=C(CCc1nnc2n(Cc3ccc(Cl)cc3)c(=O)c3ccccc3n12)NCCCN1CCOCC1
→ 3%, 2%, -6%, -3%, 6%, -1, -1%, 3%, 24%, 13%, 2%
Cc1ccccc1Nc1nc(N)nc(COc2ccc(C#N)cc2)n1
→ 8%, -2%, -4%, 0%, 4%, 14, -3%, 1%, -3%, 35%, 7%
Cc1cc2c(=O)oc(-c3ccc(Br)cc3)nc2s1
→ ?, 1.9µM*, 6%, 27%, ?, 1, 21%, 1%, 86%, 22%, 1%
COc1ccc2nc3sc(C(=O)NCCN4CCc5ccccc5C4)cc3cc2c1
→ 7%, ?, 9%, 2%, 27%, 1, 13%, 0%, -5%, 11%[10 µM], -6%
COc1ccc(Cl)cc1N(C(C)=O)c1nc(C)cc(C)c1C#N
→ 0%, 8%, ., -4%, 1%, 4, -6%, 0%, -61%, 22%, 3%
COC(=O)Cc1c(C)nc2nc(NCc3c(F)cccc3Cl)[nH]n2c1=O
→ 5%, 5%, -1%, -3%, 1%, -1, -1%, 0%, 9%, 1%, -22%
CC(C)c1ccc2nc3sc(C(=O)N4CCc5ccccc5C4)c(N)c3cc2c1
→ 21%, 17µM*, ?, 13%, ?, 8, 17%, 3%, 47%, -23%, 0%
Cc1ccccc1CC(=O)N1CCN(C(=O)c2ccco2)CC1
→ -1%, 2%, ., 1%, -9%, -2, -2%, -6%, 11%, ., .
CCC1=[N+](CC(=O)c2ccc(C)cc2)CCn2c(C)ccc21
→ 12%, -1%, ?, 2.2µM*, ?, -1, 0.89µM*, 21%, 1%, 39%, ?
COc1ccc(NC(=O)COC(=O)CCC2CCCCC2)cc1
→ 2%, ., 3%, ., ?, ., ., 6%, -3%, ., .
CCOc1ccc(CCNC(=O)c2cccc(NC3=NC4CS(=O)(=O)CC4S3)c2)cc1 (centres undefined)
→ 1%, ?, 7%, -2%, -7%, 2, -3%, -3%, -2%, -30%, 2%
O=C(C1CC1)N1CCCC(c2ccc(Cl)cc2)=N1
→ 3%, -9%, 1%, -6%, 4%, ?, 0%, -9%, -24%, -13%, -6%
NC(=O)CSc1nnc2sc3ccccc3n12
→ 3%, 3%, -8%, -1%, 11%, -3, 5%, 5%, -9%, ?, 4%
N#Cc1cc(-c2ccccc2)nn1-c1ccccc1
→ ?, -18%, 15%, -2%, ?, 19, 1%, ?, -57%, 11%, 25%
O=S(=O)(c1ccccc1)N1CCN=C1SCc1ccc(Cl)c(Cl)c1
→ 1%, 0%, 0%, 1%, 9%, -2, 0%, -3%, -76%, ?, -28%
O=C(NC1CCCCC1)C1CCN(C(=O)c2ccccc2Cl)CC1
→ 5%, 1%, -4%, -4%, 9%, 0, 6%, 0%, 1%, -3%, -5%
Cn1c(CC(=O)Nc2ccccc2Cl)nnc1SCC(=O)NC1CCCCC1
→ 5%, 1%, 8%, -3%, 12%, 2, 3%, 0%, 7%, -1%, -1%
COc1ccc(-n2c(=O)[nH]cc(C(=O)Nc3ccc4c(c3)OCO4)c2=O)cc1OC
→ 5%, ?, 8%, -2%, 2%, -2, 4%, -2%, -8%, -9%, -2%
CCN(CC(=O)Nc1cc(C)nn1-c1nc(C)cc(C)n1)Cc1ccccc1
→ -10%, 0%, -1%, -3%, 18µM*, 0, -2%, -1%, -71%, 1.4µM*, 6.3µM*
Cc1ccc(C)c(OCCCC(=O)Nc2ccccc2C(N)=O)c1
→ -7%, ?, -1%, 0%, 0%, ?, 2%, 11%, 0%, ?, -3%
CC1(C)Cc2c(C#N)c(OCC(=O)c3ccc(Cl)cc3)nc(-c3ccco3)c2CO1
→ 5%, 3%, -2%, -1%, ?, -5, -8%, 0%, -2%, -19%, -2%
O=Cc1ccc(Oc2cccc(C(F)(F)F)c2)nc1
→ 7%, -3%, 10%, -3%, -26%, 8, -3%, -6%, 13%, 0%, 5%
Cc1cc(C)[n+](C)n1CC(O)Cn1c2ccccc2c2ccccc21 (centres undefined)
→ -6%, 0%, 0%, 1%, -8%, -4, -1%, 4%, 10%, 8%, 9%
Cc1cc(C(F)(F)F)nn1CC(=O)NCc1ccco1
→ -2%, -1%, -1%, -3%, -11%, 0, -3%, -2%, -2%, 0%, -11%

Exported as tab-separated lines: entries from further up.
Molecule	ELG1 genotox	FLuc counter	p53 reactivator	NPC1 prom act	ELG1 DNA repair	TRPV1 ag	Rab9 promoter act	Tb PFK block	BRCA1 expr act	RORg inh	Gal4-VP16 FLuc
COC(=O)Cc1c(C)nc2nc(NCc3c(F)cccc3Cl)[nH]n2c1=O	5%	5%	-1%	-3%	1%	-1	-1%	0%	9%	1%	-22%
CC(C)c1ccc2nc3sc(C(=O)N4CCc5ccccc5C4)c(N)c3cc2c1	21%	17µM*	?	13%	?	8	17%	3%	47%	-23%	0%
Cc1ccccc1CC(=O)N1CCN(C(=O)c2ccco2)CC1	-1%	2%	.	1%	-9%	-2	-2%	-6%	11%	.	.
CCC1=[N+](CC(=O)c2ccc(C)cc2)CCn2c(C)ccc21	12%	-1%	?	2.2µM*	?	-1	0.89µM*	21%	1%	39%	?
COc1ccc(NC(=O)COC(=O)CCC2CCCCC2)cc1	2%	.	3%	.	?	.	.	6%	-3%	.	.
CCOc1ccc(CCNC(=O)c2cccc(NC3=NC4CS(=O)(=O)CC4S3)c2)cc1 (centres undefined)	1%	?	7%	-2%	-7%	2	-3%	-3%	-2%	-30%	2%
O=C(C1CC1)N1CCCC(c2ccc(Cl)cc2)=N1	3%	-9%	1%	-6%	4%	?	0%	-9%	-24%	-13%	-6%
